Screening results from PubChem BioAssay.
EZH2 inh: inhibitors of human EZH2/PRC2 methyltransferase | Q15910 | PRC2 H3K27 methylation, DELFIA TRF, 1 h | inhibition, % at 12.5 µM | 57,000 compounds, 0.35% hits | AID 651548;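 active means mean inhibition of replicates at least 50% and every single replicate also reaching 50%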;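 further: dimethyl H3K27 on biotinylated H3 21-44 peptide detected by antibody; plate controls were median neutral control wells for no effect and median positive control wells for full effect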
IDH1 R132H inh: blocks human IDH1 R132H reductase activity; 70,000 compounds, 0.18% hits; AID 624101; diaphorase/resazurin fluorescence, 60 min; O75874; inhibition, % at 10 µM; in the data active means inhibition above about 34%;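 further: 0% = DMSO and 100% = no enzyme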
Target sequence (O75874 whole entry R132H): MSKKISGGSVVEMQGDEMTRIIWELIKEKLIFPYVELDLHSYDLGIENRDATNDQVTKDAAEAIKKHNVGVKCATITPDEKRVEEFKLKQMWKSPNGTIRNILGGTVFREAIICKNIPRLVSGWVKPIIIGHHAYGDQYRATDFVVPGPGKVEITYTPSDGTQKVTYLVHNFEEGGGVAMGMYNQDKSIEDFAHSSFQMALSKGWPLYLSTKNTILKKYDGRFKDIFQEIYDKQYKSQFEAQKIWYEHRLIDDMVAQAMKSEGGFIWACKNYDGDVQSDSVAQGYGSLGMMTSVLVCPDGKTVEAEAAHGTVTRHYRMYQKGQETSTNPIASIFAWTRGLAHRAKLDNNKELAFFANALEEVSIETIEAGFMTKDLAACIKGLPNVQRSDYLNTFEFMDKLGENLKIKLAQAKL
Starred values were filed as active, the others as inactive; · = no result given.

SMILES | EZH2 inh | IDH1 R132H inh
C[C@H]1CN([C@@H](C)CO)C(=O)Cc2cc(NC(=O)Nc3cccc4ccccc34)ccc2O[C@H]1CN(C)S(=O)(=O)c1ccccc1 | · | -0.2
C[C@H](CO)N1C[C@H](C)[C@H](CN(C)C)Oc2ccc(NC(=O)Nc3cccc4ccccc34)cc2CC1=O | · | -8.9
Cc1ccc(S(=O)(=O)Nc2cccc3c2O[C@H](CN(C)Cc2ccc(C(=O)Nc4ccccc4N)cc2)[C@@H](C)CN([C@H](C)CO)C3=O)cc1 | -11.7 | 0.1
CS(=O)(=O)Nc1ccc2c(c1)[C@H]1C[C@H](CC(=O)NCCN3CCCCC3)O[C@@H](CO)[C@H]1O2 | -8.1 | 0.5
C[C@H](CO)N1C[C@H](C)[C@@H](CN(C)Cc2ccncc2)Oc2ccc(NC(=O)CCCN(C)C)cc2C1=O | -10.6 | 3.5
Cc1cc2oc(C(=O)Nc3sc4c(c3C(=O)NCc3ccco3)CCC4)c(C)c2cc1C | -2.5 | 0.2
CO[C@H]1CN(C)C(=O)c2cc(NC(=O)C3CC3)ccc2OC[C@H](C)N(C(=O)c2ccccc2F)C[C@H]1C | 1.6 | 0.4
CC(C)CC#Cc1ccc2c(c1)O[C@@H](CN(C)C(=O)c1cccnc1)[C@H](C)CN([C@H](C)CO)S2(=O)=O | 4.7 | 15.2
Cc1ccccc1NC(=O)COc1ccc(C)c([N+](=O)[O-])c1 | 7.4 | 0.0
Cc1ccc(S(=O)(=O)N(C)C[C@H]2OCCCC[C@@H](C)Oc3ccc(NC(=O)Nc4ccc5c(c4)OCO5)cc3C(=O)N([C@@H](C)CO)C[C@H]2C)cc1 | · | 0.9
N#C[C@H]1[C@@H](c2ccccc2)[C@@H](CO)N1C(=O)C1CCCC1 | · | 0.1
C[C@H](CO)N1C[C@H](C)[C@@H](CN(C)Cc2cncnc2)Oc2ncc(-c3ccc(F)cc3)cc2C1=O | -1.8 | 0.1
NCCCCCCNC(=O)[C@H]1C[C@H]2C(=O)N[C@@H](Cc3ccccc3)C(=O)N2[C@H]1c1cccc(OCCO)c1 | -1.5 | ·
C[C@@H]1CN([C@H](C)CO)C(=O)c2cc(NC(=O)Cc3ccccc3)ccc2O[C@@H](C)CCCCO[C@H]1CN(C)C | -0.1 | -1.3
C[C@H]1CN([C@@H](C)CO)C(=O)c2cc(C#Cc3ccncc3)cnc2O[C@@H]1CN(C)C(=O)c1ccccc1F | 7.7 | 11.2
CSc1cccc(NC(=O)CSc2nnc(C)s2)c1 | 10.6 | -0.4
O=C(Nc1ccc(F)cc1)N[C@@H]1C=C[C@H](CC(=O)N2CCCCC2)O[C@H]1CO | 6.7 | 0.0
COc1ccc(CN(C)C[C@@H]2Oc3c(NS(C)(=O)=O)cccc3C(=O)N([C@@H](C)CO)C[C@@H]2C)cc1 | -5.4 | -0.4
CC(C)C(NC=O)C(=O)OCC(O)C(O)C(O)C(O)COC(=O)C(NC=O)C(C)C (stereo not given) | · | 0.1
COc1ccccc1NC(=O)N[C@H]1CC[C@@H](CCn2cc(-c3cccnc3)nn2)O[C@@H]1CO | 1.7 | -0.1
CCCN(C)C[C@H]1OCc2cnnn2CCCC(=O)N([C@@H](C)CO)C[C@@H]1C | -7.5 | 0.4
COc1ccc(Cl)cc1NC(=S)NCCn1cc(Br)cn1 | -15.0 | -0.1
COCCNC(=O)C[C@@H]1C[C@H]2c3cc(NC(=O)c4ccc5c(c4)OCO5)ccc3O[C@H]2[C@H](CO)O1 | 8.4 | -0.4
C[C@@H](NC(=O)C[C@H]1C=C[C@@H](NC(=O)Nc2ccc3c(c2)OCO3)[C@H](CO)O1)c1ccccc1 | -1.2 | -0.1
O=C(NO)c1cccc(C(=O)N/N=C/c2ccc3c(c2)CCO3)c1 | 1.1 | -0.1
C[C@@H]1CN([C@@H](C)CO)C(=O)c2cc(NS(=O)(=O)c3ccc(Cl)cc3)ccc2O[C@H]1CN(C)C(=O)Nc1ccccc1 | -10.2 | -0.6
O=C(CCN1CCCCC1)NCC[C@H]1CC[C@H](NS(=O)(=O)c2cccc(F)c2)[C@@H](CO)O1 | 1.5 | 0.3
O=C(CCN1CCCCC1)N[C@@H]1CC[C@H](CCNS(=O)(=O)c2ccc(Cl)cc2)O[C@@H]1CO | -3.7 | -0.1
COc1ccc(NC(=O)N(C)C[C@@H]2OCCCC[C@H](C)Oc3ccc(NC(=O)c4ccccc4)cc3C(=O)N([C@H](C)CO)C[C@@H]2C)cc1 | · | 0.6
C[C@H](CO)N1C[C@H](C)[C@@H](CN(C)S(C)(=O)=O)Oc2c(NC(=O)C3CCOCC3)cccc2C1=O | 11.7 | ·

3 compounds out of the list, arranged by formula weight, ascending:
SMILES | EZH2 inh | IDH1 R132H inh
COc1ccc(Cl)cc1NC(=S)NCCn1cc(Br)cn1 | -15.0 | -0.1
C[C@H](CO)N1C[C@H](C)[C@@H](CN(C)S(C)(=O)=O)Oc2c(NC(=O)C3CCOCC3)cccc2C1=O | 11.7 | ·
Cc1ccc(S(=O)(=O)Nc2cccc3c2O[C@H](CN(C)Cc2ccc(C(=O)Nc4ccccc4N)cc2)[C@@H](C)CN([C@H](C)CO)C3=O)cc1 | -11.7 | 0.1

The list goes on.
SMILES | EZH2 inh | IDH1 R132H inh
C[C@H]1CN([C@@H](C)CO)S(=O)(=O)c2ccc(-c3cncnc3)cc2O[C@H]1CN(C)C(=O)NC1CCCC1 | · | 0.0
O=S(=O)(N[C@H]1CC[C@H](CCn2cc(C3CC3)nn2)O[C@H]1CO)c1ccc(Cl)cc1 | -5.8 | 0.1
C[C@H]1CN([C@@H](C)CO)C(=O)Cc2cc(NC(=O)Cc3ccccc3)ccc2O[C@@H]1CN(C)Cc1ccc(C(=O)Nc2ccccc2N)cc1 | -16.9 | ·
C[C@@H]1CN([C@@H](C)CO)C(=O)c2cc(NS(=O)(=O)c3cn(C)cn3)ccc2O[C@@H](C)CCCCO[C@@H]1CN(C)C | -10.9 | -1.6
COc1ccc(NC(=O)N(C)C[C@H]2Oc3c(NC(=O)NC4CCCCC4)cccc3C(=O)N([C@H](C)CO)C[C@H]2C)cc1 | -14.6 | 0.9
C[C@@H]1CN([C@H](C)CO)C(=O)c2cc(NS(=O)(=O)c3ccccc3)ccc2O[C@H]1CN(C)Cc1ccc(C(=O)O)cc1 | · | 1.8
C[C@@H]1CN([C@@H](C)CO)C(=O)Cc2cc(NC(=O)Nc3cccc4ccccc34)ccc2O[C@@H]1CN(C)S(=O)(=O)c1ccccc1 | · | 0.9
CNc1nc(SCC(N)=O)nc(N2CCOCC2)n1 | 0.1 | -0.1
CC(NCC(O)CP(=O)(O)CC1CCCCC1)c1ccc(Cl)c(Cl)c1 (stereo not given) | · | -1.1
COc1cccc(S(=O)(=O)Nc2ccc3c(c2)C(=O)N(C)C[C@H](OC)[C@H](C)CN[C@@H](C)CO3)c1 | 6.0 | -0.2
O=C(O)C[C@H]1CC[C@@H](NC(=O)Nc2ccccc2)[C@@H](CO)O1 | 4.9 | -0.1
C/C=C/c1cnc2c(c1)C(=O)N([C@H](C)CO)C[C@H](C)[C@@H](CN(C)C(=O)c1cccc(F)c1)O2 | 8.4 | -1.7
CN(C)CC(=O)Nc1ccc2c(c1)[C@@H]1C[C@H](CC(=O)NCc3cc(F)ccc3F)O[C@H](CO)[C@@H]1O2 | 6.8 | 0.0
C[C@@H]1CN([C@H](C)CO)C(=O)Cc2cc(NC(=O)Nc3ccc(F)cc3)ccc2O[C@@H]1CN(C)S(=O)(=O)c1cccs1 | · | 0.3
CC(C)NC(=O)N(C)C[C@@H]1Oc2cc(C#CC(C)(C)O)ccc2S(=O)(=O)N([C@@H](C)CO)C[C@@H]1C | 33.4 | -0.2
C[C@@H]1CN([C@H](C)CO)C(=O)Cc2cc(NC(=O)Nc3ccc4c(c3)OCO4)ccc2O[C@H]1CN(C)C(=O)Nc1ccc(F)cc1 | · | -0.7
C[C@@H]1CN([C@H](C)CO)C(=O)Cc2cc(NC(=O)Nc3ccc4c(c3)OCO4)ccc2O[C@@H]1CN(C)C(=O)Nc1ccccc1 | · | 1.1
CCOC(=O)C(CCc1ccccc1)NC1CCc2ccccc2N(CC(=O)O)C1=O (stereo not given) | · | -0.3
C[C@H](O)C#Cc1ccc2c(c1)O[C@H](CN(C)C(=O)CC1CC1)[C@@H](C)CN([C@H](C)CO)S2(=O)=O | 10.3 | ·
O=C(C[C@H]1CC[C@@H](NC(=O)NC2CCCCC2)[C@H](CO)O1)NCc1ccc(F)cc1 | -3.2 | 0.2
O=C(C[C@H]1CC[C@@H](NC(=O)Nc2cccc(F)c2)[C@@H](CO)O1)NCC1CCCCC1 | -4.0 | 0.0
CCO[C@@H]1OC(C(N)=O)=C[C@H](c2ccc3c(c2)OCO3)[C@H]1CCCO | -2.8 | ·
O=S(=O)(NCCOc1ccccc1)c1cccc2cccc(Cl)c12 | 39.2 | 0.1
C[C@@H]1CCCCO[C@H](CN(C)C(=O)c2ccccc2)[C@@H](C)CN([C@@H](C)CO)C(=O)c2cc(NC(=O)Nc3ccc(F)cc3)ccc2O1 | · | -0.2
C[C@@H]1CN([C@H](C)CO)C(=O)Cc2cc(NC(=O)CCCCCC(=O)Nc3ccccc3N)ccc2O[C@@H]1CN(C)Cc1ccc(C(F)(F)F)cc1 | -21.5 | 0.8
COc1ccc(CNC(=O)c2cc3c(c(-c4cccc(-c5cccc(C#N)c5)c4)n2)[C@H](CCO)N([S@@](=O)C(C)(C)C)C3)cc1 | -10.8 | 0.0
C[C@@H]1CN([C@H](C)CO)C(=O)c2cc(NC(=O)CCCN(C)C)ccc2O[C@@H](C)CCCCO[C@H]1CN(C)C(=O)Nc1ccccc1 | · | 2.5
CCN(CC(=O)Nc1ccccc1)S(=O)(=O)c1ccc(F)cc1 | 12.4 | 0.1
C[C@H](CO)N1C[C@H](C)[C@H](CN(C)Cc2ccc(C(=O)O)cc2)Oc2ccc(NC(=O)Cc3cn(C)c4ccccc34)cc2CC1=O | · | -29.7
Cc1ccc(S(=O)(=O)N[C@@H]2C=C[C@H](CC(=O)NCCN3CCCCC3)O[C@H]2CO)cc1 | -7.4 | 0.0

By substructure: those above containing two or more sulfur atoms.
SMILES | EZH2 inh | IDH1 R132H inh
CSc1cccc(NC(=O)CSc2nnc(C)s2)c1 | 10.6 | -0.4
C[C@@H]1CN([C@H](C)CO)C(=O)Cc2cc(NC(=O)Nc3ccc(F)cc3)ccc2O[C@@H]1CN(C)S(=O)(=O)c1cccs1 | · | 0.3

Next part:
SMILES | EZH2 inh | IDH1 R132H inh
COCC#Cc1ccc2c(c1)O[C@H](CN(C)CC1CC1)[C@H](C)CN([C@@H](C)CO)S2(=O)=O | 1.2 | -0.2
C[C@H](CO)N1C[C@H](C)[C@H](CN(C)Cc2ccc(Oc3ccccc3)cc2)Oc2ccc(NC(=O)CCCCCC(=O)Nc3ccccc3N)cc2CC1=O | -21.9 | ·
CCC(=O)N[C@H]1CC[C@@H](CCNC(=O)Nc2ccc(C(F)(F)F)cc2)O[C@@H]1CO | 8.1 | -0.3
C[C@@H](NC(=O)C[C@H]1CC[C@@H](NC(=O)C2CCC2)[C@H](CO)O1)c1ccccc1 | -4.9 | 0.2
COCC(=O)N(C)C[C@H]1Oc2cc(Br)ccc2S(=O)(=O)N([C@@H](C)CO)C[C@@H]1C | -0.9 | 2.3
COc1ccc(S(=O)(=O)N(C)C[C@@H]2OCCCC[C@@H](C)Oc3ccc(NC(=O)NC4CCCCC4)cc3C(=O)N([C@@H](C)CO)C[C@@H]2C)cc1 | · | -2.3
Cc1noc(C)c1NC(=O)Nc1cccc2c1O[C@@H](CN(C)C(=O)Nc1ccc(C(F)(F)F)cc1)[C@@H](C)CN([C@H](C)CO)C2=O | · | -0.2
CCCNC(=O)N1[C@H](CO)[C@H](c2ccc(C3=CCCCC3)cc2)[C@@H]1C#N | · | -0.1
O=C(NC1CCCCC1)N[C@H]1CC[C@@H](CCNS(=O)(=O)c2ccc(Cl)cc2)O[C@@H]1CO | -3.1 | 0.5
C[C@@H]1CN([C@@H](C)CO)C(=O)c2cc(NS(=O)(=O)c3ccc(F)cc3)ccc2O[C@@H](C)CCCCO[C@@H]1CN(C)C(=O)Cc1ccccc1 | · | 0.4
CO[C@H]1CN(C)C(=O)c2ccc(NC(=O)C3CC3)cc2OC[C@@H](C)N(C(=O)c2ccccn2)C[C@H]1C | 9.4 | 0.1
C[C@@H]1CN([C@@H](C)CO)C(=O)c2cc(C#CCc3ccccc3)cnc2O[C@@H]1CN(C)C(=O)C1CCC1 | · | 0.2
C[C@@H]1CCCCO[C@H](CN(C)S(=O)(=O)c2ccc(F)cc2)[C@@H](C)CN([C@H](C)CO)C(=O)c2cc(NS(=O)(=O)c3cn(C)cn3)ccc2O1 | · | -0.2
CC(=O)NCCCC[C@@H]1NC(=O)[C@@H]2C[C@H](C(=O)NCc3ccc(F)cc3)[C@H](c3cccc(OCCO)c3)N2C1=O | -7.4 | ·
CC(=O)c1cccc(N(CC(=O)Nc2ccccc2C)S(C)(=O)=O)c1 | -7.7 | 0.5
C[C@H]1CCCCO[C@H](CN(C)C(=O)Nc2cccc3ccccc23)[C@@H](C)CN([C@@H](C)CO)C(=O)c2cc(NC(=O)c3ccncc3)ccc2O1 | · | 1.6
Cc1ccc(NC(=O)Cn2nc(C)c([N+](=O)[O-])c2C)cc1Cl | 6.5 | 0.5
CO[C@@H](CN(C)C(=O)c1cnccn1)[C@@H](C)CN([C@H](C)CO)S(=O)(=O)c1ccccc1 | 0.5 | 0.3
C[C@H](NC(=O)C[C@H]1CC[C@@H](NS(=O)(=O)c2cccc(F)c2)[C@H](CO)O1)c1ccccc1 | -12.0 | -0.1

Some of the compounds tested; rates above refer to the full screens.
